Runt-SMMHC FRET = Runt domain-CBFb-SMMHC interaction inhibition; 220,000 compounds, 0.74% hits; inhibition, % at 20 µM; Q01196+Q13951; Cerulean-Runt/Venus-CBFb-SMMHC FRET ratio 530/480, 1 h; AID 1434;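 active means mean inhibition across duplicate retests at 20 µM reaching about 50%, limit read from the data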;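 further: 0% = DMSO wells and 100% = wells with excess untagged CBFb-SMMHC; inhibitors lower the FRET ratio by blocking Runt binding to CBFb-SMMHC; some results filed as inactive read as strong as hits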
p97 ATPase inh = blocks human p97 ATPase activity; P55072; inhibition, % at 8 µM; AID 1481; recombinant p97 ATPase, Kinase-Glo ATP luminescence, 3 h; 220,000 compounds, 0.42% hits; in the data active means inhibition above about 15%;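 further: 0% = DMSO vehicle and 100% = wells lacking enzyme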
EBV gp42 block = inhibitors of Epstein-Barr virus glycoprotein 42; Q1HVG2; Fluorescence polarization binding assay, mP read-out; inhibition, % (tested at 21.74 µM); 220,000 compounds, 0.42% hits; AID 1085; in the data active means inhibition above about 50%
Target sequence (Q1HVG2 whole entry, looked up): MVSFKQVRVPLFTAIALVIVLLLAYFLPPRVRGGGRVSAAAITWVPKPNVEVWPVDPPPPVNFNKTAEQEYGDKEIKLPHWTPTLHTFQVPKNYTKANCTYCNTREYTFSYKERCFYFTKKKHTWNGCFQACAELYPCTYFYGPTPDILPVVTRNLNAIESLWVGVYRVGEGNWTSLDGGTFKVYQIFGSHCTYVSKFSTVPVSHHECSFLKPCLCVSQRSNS
Runt-CBFb FRET = blocks binding of human RUNX1 Runt domain to CBFb. AID 1496. inhibition, % at 20 µM. Q01196+Q13951. 220,000 compounds, 0.46% hits. Cerulean-Runt/Venus-CBFb FRET ratio 530/480, 1 h;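 active means inhibition over about 50% at 20 µM in the single-dose screen, limit read from the data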;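 further: 0% = DMSO wells and 100% = excess unlabeled CBFb competitor control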
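Doses: 20 µM compound in 1% DMSO | Material: Cerulean-labeled Runt domain protein | Amount: Each fluorescent fusion protein 100 nM | Schedule: Two 1 h room-temperature incubations shielded from light | Measured by: FRET fluorescence | Evaluation: Loss of energy transfer signal | Controls: Unlabeled CBFb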
p47phox inh = blocks human p47phox regulatory protein of NADPH oxidases | inhibition, % at 24.7 µM | 220,000 compounds, 0.53% hits | p47phox/p22phox peptide binding, fluorescence polarization, 2 h;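 active means inhibition above about 30%, limit read from the data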;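 further: 0% = p47phox with labelled peptide and 100% = labelled peptide alone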
RBBP9 inh = human RBBP9 hydrolase inhibition | recombinant RBBP9, FP-Rh probe fluorescence polarization | inhibition, % at 7.94 µM | AID 1515 | 220,000 compounds, 0.2% hits;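 active means inhibition above the campaign mean of all tested compounds plus 3 SD, cut at about 14% in these data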;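 further: plate controls were DMSO wells with RBBP9 for no effect and wells lacking RBBP9 protein for full effect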
Target sequence (O75884 whole entry, looked up): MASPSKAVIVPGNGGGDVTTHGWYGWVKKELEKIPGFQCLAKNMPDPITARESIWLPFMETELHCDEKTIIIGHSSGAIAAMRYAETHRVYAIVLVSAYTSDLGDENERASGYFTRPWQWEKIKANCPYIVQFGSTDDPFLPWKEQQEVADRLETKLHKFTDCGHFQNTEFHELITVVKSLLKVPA
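Controls: DMSO-treated enzyme wells and wells lacking RBBP9 | Material: RBBP9 protein | Technique: Fluorescence polarization | Replication: Single well per compound, no replicates | Buffer or medium: Tris-NaCl-Pluronic buffer, pH 8.0 | Timing: 30 min compound preincubation, 45 min probe labeling, 25 °C | Read-out basis: Percent inhibition from mP, scaled between DMSO and no-protein wells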
Tb hexokinase = T. brucei hexokinase 1 inhibition. recombinant TbHK1, G6PDH-coupled NADH A340. inhibition, % at 10 µM. 220,000 compounds, 0.11% hits;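 active means inhibition of 50% or more in the single-dose primary screen; inactive means inhibition below 50%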
Furin inh = inhibitors of human furin; purified furin, fluorogenic substrate cleavage; inhibition, % at 30 µM; 220,000 compounds, 0.061% hits; AID 463115; in the data active means inhibition above about 25%; further: inactives centre near -15
Target sequence (P09958 108-714 limits assumed): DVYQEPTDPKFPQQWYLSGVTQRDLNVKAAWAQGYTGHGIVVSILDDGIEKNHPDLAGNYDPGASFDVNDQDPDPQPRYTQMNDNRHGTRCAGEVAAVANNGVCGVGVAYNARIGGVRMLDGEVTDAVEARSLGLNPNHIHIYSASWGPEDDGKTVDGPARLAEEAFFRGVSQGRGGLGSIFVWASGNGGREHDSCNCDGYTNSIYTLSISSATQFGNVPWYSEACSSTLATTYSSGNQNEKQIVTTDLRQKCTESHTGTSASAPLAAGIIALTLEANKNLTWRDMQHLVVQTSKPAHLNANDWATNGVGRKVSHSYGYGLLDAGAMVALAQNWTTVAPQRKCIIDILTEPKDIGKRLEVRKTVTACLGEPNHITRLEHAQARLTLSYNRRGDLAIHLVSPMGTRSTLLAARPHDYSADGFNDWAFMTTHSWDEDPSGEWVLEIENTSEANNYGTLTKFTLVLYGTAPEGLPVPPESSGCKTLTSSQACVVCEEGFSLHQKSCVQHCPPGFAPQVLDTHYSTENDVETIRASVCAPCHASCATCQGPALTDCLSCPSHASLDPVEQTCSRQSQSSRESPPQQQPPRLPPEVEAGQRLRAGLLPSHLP
m-calpain inh = inhibitors of pig calpain II; inhibition, % at 16 µM; AID 1236; purified calpain II, fluorogenic peptide substrate, 30 min; 220,000 compounds, 0.37% hits;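 active means inhibition above about 50%, limit read from the data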
* = called active by the depositor; [ ] = dose if it differs, or a comment. An unsorted share of the library; any-hit rate near 2.7%.

(1) O=c1[nH][nH]c(C(F)(F)F)c1/C=N/N1CCOCC1
(2) Cc1occc1-c1nnc(SCC(=O)c2ccc(Cl)cc2)n1C
(3) CCOC(=O)/C(C#N)=C\c1ccc(OC)c(OC)c1
(4) Cc1ccc(-c2nnc(SCC(N)=O)n2C)cc1
(5) Cn1cnnc1SCC(=O)c1cc2ccccc2o1
(6) COc1cc(N/N=C/c2ccccc2O)ncn1
assay / entry	1	2	3	4	5	6
Runt-SMMHC FRET	-2	4	0	-2	0	5
p97 ATPase inh	2	2	6	0	7	-5
EBV gp42 block	-11	-6	-11	-3	-14	9
Runt-CBFb FRET	1	8	-2	-1	0	4
p47phox inh	-4	4	-8	-1	-22	-3
RBBP9 inh	-4	-4	-4	1	-7	-4
Tb hexokinase	-2	-8	-26	-2	-8	-4
Furin inh	-22	-22	-17	-13	-28	-4
m-calpain inh	-10	-12	-11	-16	7	-10

(7) N#Cc1ccccc1Sc1ccccc1C(=O)OCC(=O)NC12CC3CC(CC(C3)C1)C2
(8) CC(=O)N1CCN(CC(=O)Nc2c(Cl)cccc2Cl)CC1
(9) Cc1ccc(NC(=O)c2ccc(NCCN)c([N+](=O)[O-])c2)cc1
(10) CCOC(=O)C1(CCOC)CCN(Cc2nc(-c3cccs3)oc2C)CC1
(11) CCNC(=O)COC(=O)c1cc(C)n(-c2ccccc2)c1C
(12) Cc1n[nH]c(C)c1S(=O)(=O)N1CCCC(C(=O)NC2CCCc3ccccc32)C1 (centres undefined)
assay / entry	7	8	9	10	11	12
Runt-SMMHC FRET	6	-7	-4	-4	0	2
p97 ATPase inh	-4	5	0	0	-7	2
EBV gp42 block	-8	-12	-12	1	-2	-18
Runt-CBFb FRET	0	-1	-1	-2	-3	-1
p47phox inh	-31	-8	11	-3	3	-13
RBBP9 inh	-16	-7	-8	-7	-14	2
Tb hexokinase	6	1	-2	-10	0	-3
Furin inh	-15	-18	-14	-26	-19	-32
m-calpain inh	8	-19	-11	-17	16	-23

(13) CCCCn1c(NCc2ccc3c(c2)OCO3)nc2ccccc21
(14) Brc1ccccc1-n1nnc(-c2cccnc2)n1
(15) CC(C)Nc1nc(Oc2ccc(Cl)cc2)cc(C(F)(F)F)n1
(16) COc1ccc(OC)c(C(C)NC(=O)c2ccco2)c1 (centres undefined)
(17) O=S1(=O)CCN(Cc2cccc(C(F)(F)F)c2)CC1
(18) COc1ccc(N2C(=O)C3CCCN3C2c2ccc(Cl)cc2)cc1 (centres undefined)
assay / entry	13	14	15	16	17	18
Runt-SMMHC FRET	-3	-3	1	0	-5	2
p97 ATPase inh	-1	7	-5	2	6	-2
EBV gp42 block	-2	-7	-8	-24	3	-11
Runt-CBFb FRET	-6	-1	-2	1	-1	3
p47phox inh	-3	-7	-12	0	0	-13
RBBP9 inh	-3	-4	-5	5	-1	0
Tb hexokinase	11	-2	3	-2	-4	-6
Furin inh	-13[20 µM]	-10	-16[20 µM]	-15	-27	-27
m-calpain inh	32	14	24	5	7	-15

(19) O=C(CCN1CCOCC1)Nc1c(-c2ccccc2)c2cc(Br)ccc2[nH]c1=O
(20) O=C(Nc1ccccc1F)Oc1cccc(OC(=O)Nc2ccccc2F)c1
(21) Cc1cccc(NC(=O)CSc2nc(C)c(CC(=O)c3ccc(Br)cc3)c(C)c2C#N)c1C
(22) CN(C)CCCN(Cc1ccccc1)C(=S)Nc1ccc(OC(F)F)cc1
(23) CCC(C)NC(=O)c1cnc2n(c1=O)CCS2 (centres undefined)
(24) S=C(NCC1CCCCC1)Nc1ccc(Oc2ccccc2)cc1
assay / entry	19	20	21	22	23	24
Runt-SMMHC FRET	-1	-2	2	3	-4	0
p97 ATPase inh	0	7	1	4	5	0
EBV gp42 block	-9	0	-17	-7	-6	-15
Runt-CBFb FRET	0	5	2	-1	0	0
p47phox inh	5	-11	-8	-8	-11	-70
RBBP9 inh	1	-7	-1	-7	-9	-10
Tb hexokinase	-16	-2	17	1	-3	28
Furin inh	-19[20 µM]	-14	-20[20 µM]	-19	-8	-11
m-calpain inh	21	-6	28	0	5	29

(25) CC(=O)NC(O)C(=O)c1ccccc1 (centres undefined)
(26) Cc1ccc(S(=O)(=O)Nc2csc(C)c2C(=O)O)cc1
(27) CCSc1nc2ccccc2n1CC(=O)OC
(28) COc1ccc(-c2[nH]ncc2CN2CCCCCCC2)c(OC)c1
(29) C=CCSc1n[nH]c(-c2cccs2)n1
(30) CCN1C(=O)CC(N2CCC(C(=O)OC)CC2)C1=O (centres undefined)
assay / entry	25	26	27	28	29	30
Runt-SMMHC FRET	1	-2	0	0	1	-1
p97 ATPase inh	5	0	-1	2	-4	-5
EBV gp42 block	-6	3	-14	-6	0	-7
Runt-CBFb FRET	3	1	0	-3	0	-2
p47phox inh	-2	-20	-2	23	-7	-8
RBBP9 inh	-4	-1	-6	-3	-8	-2
Tb hexokinase	-5	1	-3	-2	-12	0
Furin inh	-21	-11	-12[20 µM]	-18	-10	-19[20 µM]
m-calpain inh	9	-14	-16	-6	3	6

(31) O/N=C/c1ccn(-c2ccc(Br)cc2)c1
(32) COc1cccc(N(CC(=O)NC2CCCC2)C(=O)Cn2nnc(-c3ccc(C)cc3)n2)c1
(33) O=C(COC(=O)C1CCN(S(=O)(=O)c2cccs2)CC1)NCc1ccccc1
(34) O=C(Nc1c(C(=O)Nc2cccc(F)c2)oc2ccccc12)c1ccc2c(c1)OCO2
(35) CCNc1nc(NC(C)C)nc(ON=C(C)C)n1
(36) CCC(CC)C(=O)Nc1cccc(/C(C)=N/NC(=O)c2c(Br)cnn2C)c1
assay / entry	31	32	33	34	35	36
Runt-SMMHC FRET	0	4	3	-4	2	-8
p97 ATPase inh	-6	3	2	5	4	7
EBV gp42 block	6	2	-14	-5	-16	-17
Runt-CBFb FRET	-2	0	-1	-1	0	1
p47phox inh	6	-3	-6	-16	-8	0
RBBP9 inh	-9	-8	-1	-6	-2	8
Tb hexokinase	6	-2	1	-11	0	-6
Furin inh	-11	-23	-18	-26	-25	-13[20 µM]
m-calpain inh	26	12	-21	-332	8	-24

(37) O=C(CN1C(=O)C2C3C=CC(C4CC34)C2C1=O)NCc1ccco1 (centres undefined)
(38) COC(=O)c1cccn(CC(=O)c2ccc(Cl)cc2Cl)c1=O
(39) Cc1nc(N2CCOCC2)nc2c1CCC2
(40) CCOC(=O)N1CCN(c2c(NCCc3ccc(OCC)c(OCC)c3)c(=O)c2=O)CC1
(41) CCC(C)NC(=O)C1=CCN(S(=O)(=O)c2ccc(C)cc2)CC1 (centres undefined)
(42) CCc1ccc(C2NC(=S)NC3=C2C(=O)N(c2ccccc2OC)C(c2ccc(CC)cc2)N3)cc1 (centres undefined)
assay / entry	37	38	39	40	41	42
Runt-SMMHC FRET	-4	3	-3	-4	0	-1
p97 ATPase inh	3	4	3	-4	4	-2
EBV gp42 block	-4	-12	-10	-11	1	-24
Runt-CBFb FRET	4	0	-1	-2	0	-9
p47phox inh	-10	-8	-12	2	2	-8
RBBP9 inh	1	-10	4	-9	-4	-10
Tb hexokinase	1	-6	1	3	-2	-12
Furin inh	-29	-22	-16	-6	-11	-2[20 µM]
m-calpain inh	9	1	-91	16	-7	-37

(43) O=C1CCSc2ccc(Cl)cc2N1Cc1ccccc1
(44) CSc1nccc(Oc2ccc(C#N)cc2)n1
(45) Cn1cc(Cl)c(C(=O)NC(=S)Nc2sc3c(c2C#N)CCCCC3)n1
(46) COc1ccc(CNC(=O)C(C)c2ccc([N+](=O)[O-])cc2)cc1 (centres undefined)
(47) COc1ccc(CCNc2nc3ccccc3n3nnnc23)cc1OC
(48) CCN(CC)C(=O)CSc1nc2ccccc2c(=O)n1CCC(=O)NCc1ccc(F)cc1
assay / entry	43	44	45	46	47	48
Runt-SMMHC FRET	3	0	19	-2	31	0
p97 ATPase inh	-1	4	5	1	-10	1
EBV gp42 block	-10	-11	-9	-7	3	-1
Runt-CBFb FRET	0	0	22	0	19	-1
p47phox inh	2	-14	-10	-3	-42	-8
RBBP9 inh	-1	-4	-3	5	-8	-6
Tb hexokinase	-1	30	26	-5	-20	0
Furin inh	-25[20 µM]	-8	-5	-18	-15	-23[20 µM]
m-calpain inh	9	0	-25	-1	-120	-31

Some of the entries so far, with each value named.
#5 Cn1cnnc1SCC(=O)c1cc2ccccc2o1
- Runt-SMMHC FRET = 0
- p97 ATPase inh = 7
- EBV gp42 block = -14
- Runt-CBFb FRET = 0
- p47phox inh = -22
- RBBP9 inh = -7
- Tb hexokinase = -8
- Furin inh = -28
- m-calpain inh = 7
#6 COc1cc(N/N=C/c2ccccc2O)ncn1
- Runt-SMMHC FRET = 5
- p97 ATPase inh = -5
- EBV gp42 block = 9
- Runt-CBFb FRET = 4
- p47phox inh = -3
- RBBP9 inh = -4
- Tb hexokinase = -4
- Furin inh = -4
- m-calpain inh = -10
#7 N#Cc1ccccc1Sc1ccccc1C(=O)OCC(=O)NC12CC3CC(CC(C3)C1)C2
- Runt-SMMHC FRET = 6
- p97 ATPase inh = -4
- EBV gp42 block = -8
- Runt-CBFb FRET = 0
- p47phox inh = -31
- RBBP9 inh = -16
- Tb hexokinase = 6
- Furin inh = -15
- m-calpain inh = 8
#8 CC(=O)N1CCN(CC(=O)Nc2c(Cl)cccc2Cl)CC1
- Runt-SMMHC FRET = -7
- p97 ATPase inh = 5
- EBV gp42 block = -12
- Runt-CBFb FRET = -1
- p47phox inh = -8
- RBBP9 inh = -7
- Tb hexokinase = 1
- Furin inh = -18
- m-calpain inh = -19

Additional structures:
(49) Cc1ccc(NS(=O)(=O)c2cccc(C(=O)Nc3cc(C)on3)c2)cc1
(50) CCOc1cc(/C=N/NC(=O)CNc2ccc(C)cc2)ccc1OC(=O)c1ccccc1
(51) Cc1ccc(NC(=O)CN(c2ccc(Cl)cc2)S(=O)(=O)c2cc([N+](=O)[O-])ccc2Cl)c(C)c1
(52) COc1ccccc1NC(=O)CCSc1ccc(C)cc1
(53) CCCCCCNc1nc(-c2ccc(OC)cc2)c(CCC(=O)O)s1
(54) COc1cc(CNCC(C)C)cc(Br)c1OCC(=O)Nc1ccccc1
(55) CCOC(=O)C(C)Sc1ccc2nnc(-c3ccc(F)cc3)n2n1 (centres undefined)
assay / entry	49	50	51	52	53	54	55
Runt-SMMHC FRET	1	-3	-1	0	0	12	-5
p97 ATPase inh	4	4	-1	3	2	-1	-4
EBV gp42 block	-4	-12	-3	-1	4	-10	2
Runt-CBFb FRET	-3	-2	0	0	4	-4	-1
p47phox inh	-13	-19	-5	-8	-7	-21	-1
RBBP9 inh	4	-5	-1	3	-8	4	-8
Tb hexokinase	5	-13	2	3	-4	11	1
Furin inh	-30	-14[20 µM]	-14	-10	-15	-8[20 µM]	-22
m-calpain inh	-4	-49	-87	0	-5	-12	-118

Assay outcomes as filed in PubChem BioAssay.
